Mtb RmlCD inh – M. tuberculosis RmlC/RmlD coupled enzyme inhibitors, primary screen, biochemical, compound mixtures, 384-well, from 1536-well plates | RmlC+RmlD coupled enzyme assay, percent inhibition; primary screen in compound mixtures | actives 0.03% (n = 160,000) | inhibition, % at 3.6 µM; in the data active = inhibition mostly above about 34%, no sharp cut-off; note: some results filed as inactive read as strong as hits
Target sequence (P9WH09 whole entry, looked up): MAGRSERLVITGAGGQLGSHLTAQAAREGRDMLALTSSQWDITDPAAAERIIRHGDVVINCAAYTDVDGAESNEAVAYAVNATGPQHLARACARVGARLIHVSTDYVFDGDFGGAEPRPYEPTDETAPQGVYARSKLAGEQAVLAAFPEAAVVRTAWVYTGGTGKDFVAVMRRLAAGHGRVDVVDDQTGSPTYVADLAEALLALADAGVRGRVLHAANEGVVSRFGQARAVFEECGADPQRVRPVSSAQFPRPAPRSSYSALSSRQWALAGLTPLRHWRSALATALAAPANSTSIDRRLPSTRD
Target sequence (P9WH11 whole entry, looked up): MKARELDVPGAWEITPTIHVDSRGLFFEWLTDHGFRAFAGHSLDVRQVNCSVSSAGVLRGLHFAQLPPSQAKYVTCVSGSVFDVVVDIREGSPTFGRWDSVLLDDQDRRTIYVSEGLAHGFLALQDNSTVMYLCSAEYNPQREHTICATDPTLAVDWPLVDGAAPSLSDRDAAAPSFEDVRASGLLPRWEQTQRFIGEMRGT
M. tuberculosis GlmU – inhibition of mycobacterial GlmU enzyme – biochemical, glucosamine-1-phosphate acetyltransferase (AID 1376). inhibition, %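 (tested at 30 µM in the primary screen)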; hits with a dose series show IC50 in µM. Bifunctional protein GlmU (Mycobacterium tuberculosis (strain ATCC 25618 / H37Rv)). M. tuberculosis GlmU acetyltransferase enzyme assay; higher % means a stronger effect. actives 0.25% (n = 220,000); in the data active = inhibition above about 13%;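 note: 0% = complete reaction with vehicle and 100% = reaction without substrate; strong numbers were not always called active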
The depositor's hits bear a star; x = no result given. Some of the compounds tested (hit frequency here may not be typical).

Molecule | M. tuberculosis GlmU | Mtb RmlCD inh
CC1CCCC(C)N1C(=O)CSCc1ccc(Cl)cc1 (stereo not given) | -1.5% | 0.4
N=c1c2c(-c3ccccc3)c(-c3ccccc3)oc2ncn1CCCN1CCOCC1 | -0.2% | -2.1
CCCCn1c(O)c(C(CC)=NCCCn2ccnc2)c(=O)[nH]c1=O | 1.9% | 42.9
COCCn1c(SCC(=O)N2CCCc3ccccc32)nc2c(c1=O)SC(C)C2 (stereo not given) | 0.7% | -2.3
COc1cccc(-c2nnc(SCC(=O)N3CC(C)CC(C)C3)o2)c1 (stereo not given) | -2.5% | -4.5
CCCOC(=O)c1c(N)sc2c1CCC2 | -0.5% | -0.8
O=C(Nc1nn[nH]n1)c1cc(-c2ccc(Cl)c(Cl)c2Cl)nc2ccccc12 | 4.7% | 11.5
Cc1ccc(S(=O)(=O)N2CCC(c3nc4c(nnn4Cc4ccccc4)c(=O)[nH]3)CC2)cc1 | 6.5% | -1.4
C/C(=N/NC(=O)Cn1nc2ccccc2n1)c1ccc(F)cc1 | 3.1% | 2.4
Cn1c(SCC(=O)N/N=C/c2ccc(O)c(O)c2)nc2ccccc21 | 1.3% | 5.4
Nc1ccc(CN2CCOCC2)cc1 | 6.5% | 5.9
N#C/C(=N\Nc1ccc(S(=O)(=O)N2CCCCC2)cc1)C(N)=S | 9.1% | 3.0
NNC(=S)NC1CCCCCCCCCCC1 | -6.0% | x
O=S(=O)(Cc1ccccc1)N1CCC(c2nc(-c3cccs3)no2)CC1 | -3.0% | 10.8
Cc1cccc(C)c1NC(=O)N1C2CCCC1CC(NC(=O)C(C)(C)C)C2 (stereo not given) | 6.0% | 8.5
Cc1ccccc1SCC(=O)Nc1cccc(C#N)c1 | 2.0% | 11.5
Cc1ccc(N(C(=O)c2cc3ccccc3oc2=O)C2C=CS(=O)(=O)C2)cc1 (stereo not given) | -0.9% | -1.0
S=c1nc(-c2ccccc2)n(Cc2ccco2)c2c1CCCC2 | -0.9% | x
N#Cc1cccc(C#N)c1N1CCC(C#N)CC1 | -4.3% | 3.8
O=C(CNCC1CCCCC1)Nc1ccc(OC(F)(F)F)cc1 | 1.9% | 7.3
Cc1cc(N2CCC(C(=O)NC3CCCCC3)CC2)nc(-c2ccccc2)n1 | 13.9%* | -9.2
COC(=O)c1ccc(C23CC4(C2)[C@H](CN(Cc2cccnc2)[C@@H]4c2ccccc2)C3c2ccccc2)cc1 (stereo not given in full) | -2.6% | x
COc1cc(NC(=O)CSc2nc(C)c(C)c(C)n2)cc(OC)c1 | -0.2% | x
NS(=O)(=O)c1ccc(CCNC(=O)C2CCCN2C(=O)OCc2ccccc2)cc1 (stereo not given) | 3.4% | 12.0
CC(C)[C@H](NC(=O)[C@@H]1Cc2ccccc2CN1C(=O)OC(C)(C)C)C(=O)NCC1CCC(C(=O)O)CC1 (stereo not given in full) | -0.1% | 5.5
CCn1c(N2CCN(CC(=O)c3ccc(OC)cc3)CC2)nc2ccccc21 | 0.2% | x
O=c1c(-c2ccc(F)cc2)coc2c3c(ccc12)OCCO3 | 18.1% | 1.5
N#CCC(=N)N1CCN(c2ccccc2)CC1 | -5.4% | x
CCOC(=O)Oc1ccc2c(=O)c(Oc3cc(C)cc(C)c3)coc2c1 | -2.6% | -1.7
O=c1c2c3c(sc2ncn1/N=C/c1ccccc1)CCCC3 | 1.0% | x
CN(CCCC(=O)NC1CC(C)(C)NC(C)(C)C1)S(=O)(=O)c1ccc([N+](=O)[O-])cc1 | 2.5% | 6.2
COc1ccc(C)cc1-n1nnnc1SCn1nnc2ccccc2c1=O | 1.4% | -1.1
COc1ccc(Nc2nc(N3CCCCC3)nc3ccccc23)c(OC)c1 | -2.0% | x
Cc1nc2c(C)cccc2cc1C(=O)N/N=C/c1cccc([N+](=O)[O-])c1 | -2.4% | -13.8
CC(C)(C)NCCOCCOc1ccc(Cl)cc1C(C)(C)C | -3.8% | 8.8
Cc1cc(C)nc(NS(=O)(=O)c2ccc(NC(=O)c3cccc(N4C(=O)CCC4=O)c3)cc2)n1 | 8.2% | -9.6
COc1ccc2cc(CN(CCc3ccccc3)Cc3nnnn3CC3CCCO3)c(=O)[nH]c2c1 (stereo not given) | 3.5% | 18.3
COc1ccc(NC(=O)OCCn2c([N+](=O)[O-])cnc2C)cc1 | 1.1% | x
Cc1ccc(CN(Cc2ccco2)C(=S)NCC(=O)NC2CC2)cc1 | 4.2% | 2.3
COC(=O)C(NC(C)=O)(Nc1ccccc1)C(=O)OC | -0.5% | -2.7
COCC(=O)Nc1nc2ccccc2s1 | -5.6% | 6.5
CCOCCCNC(=O)COC(=O)/C=C/c1ccc(S(=O)(=O)N2CCc3ccccc32)cc1 | -7.0% | -10.8
COC(=O)c1c(NC(=O)COC(=O)c2ccc(Cl)cc2[N+](=O)[O-])sc2c1CCCCC2 | -0.9% | 3.2
CC(C)[C@H](NC(=O)c1ccco1)C(=O)OCc1cc(=O)n2c(n1)sc1ccccc12 | 9.7% | x
O=C(c1ccc(NS(=O)(=O)c2ccc3c(c2)OCCO3)cc1)N1CCCCC1 | 1.0% | 82.1
Cc1ccccc1S(=O)(=O)Cc1ccc(C(=O)NCCCOC(C)C)o1 | -1.2% | -6.5
CC(=O)Nc1ccc2nc(SCC(=O)Nc3ccc(N4CCOCC4)c(Cl)c3)sc2c1 | 2.5% | -9.6
Cc1c(CCO)c(=O)n(-c2ccccc2)n1S(=O)(=O)c1ccc(Cl)cc1 | 0.0% | x
CC(C)NCC(O)c1ccc(C2CCCC2)cc1 (stereo not given) | -2.8% | 5.8
COc1cccc(C2C3=C(Nc4[nH]n(-c5ccccc5)c(=O)c42)c2ccccc2C3=O)c1 (stereo not given) | -1.9% | 13.1
O=C(NC1CCCCC1)C(c1ccco1)N(Cc1cccnc1)C(=O)C1COc2ccccc2O1 (stereo not given) | -2.4% | -8.2
COc1cc2c(cc1NC(=O)COC(=O)Cn1cnc3ccccc31)oc1ccccc12 | -1.6% | 7.8
CC(C)CC(C(=O)OCC(=O)c1c(N)n(C)c(=O)n(C)c1=O)N1C(=O)C2CC=CCC2C1=O (stereo not given) | 2.2% | 4.7
O=C(O)C1C2C=CC(C2)C1C(=O)NCCc1ccccc1 (stereo not given) | 1.0% | 23.3
CC1CCN(c2c([N+](=O)[O-])c(=O)oc3ccccc23)CC1 | 7.0% | 4.8
CC(OC(=O)C1=Cc2ccccc2OC1)C(=O)NCc1ccco1 (stereo not given) | -0.7% | 1.1

More compounds.
Molecule | M. tuberculosis GlmU | Mtb RmlCD inh
O=C(CSc1nnc(-c2cccs2)n1-c1cccc(Cl)c1)c1cccc2c1OCCO2 | -3.0% | 0.1
COc1ccc(-c2nnc(SCC(=O)Nc3ccc(Cl)cc3)n2C)cc1 | -7.9% | 9.8
CCCCc1c(C)c(C#N)c2[nH]c3ccccc3n2c1=O | -0.5% | 2.5
Cc1cccc(OCC(=O)NC(C)C(=O)N/N=C/c2c(OCc3ccccc3)ccc3ccccc23)c1 (stereo not given) | 2.4% | -9.3
Cc1ccc(N/N=C(\C#N)C(=O)c2ccsc2)cc1 | 1.7% | 15.9
O=C(CC1SC(=Nc2ccccc2)N(Cc2ccccn2)C1=O)Nc1ccc(Br)cc1 (stereo not given) | -0.4% | x
CCOC(=O)c1c(C)n(-c2ccc(OC)cc2)c2ccc(O)c(CN(C)C)c12 | -6.2% | 10.5
CCOc1ccc(CCNC(=O)COC(=O)c2ccco2)cc1OCC | 2.3% | 3.5
Cc1ccc(NS(=O)(=O)c2ccccc2Cl)c2c1CC(C)(C)O2 | -2.5% | x
O=C(c1cc2sccc2n1Cc1ccc(F)cc1)N1CCN(c2nc3ccccc3s2)CC1 | 0.4% | x
Cc1ccc(C(=O)N/C(=C/c2cccnc2)C(=O)O)cc1 | 3.3% | -10.1
COC(=O)c1ccccc1N1C(=O)C2C(C1=O)C1C=CC2C12CC2 (stereo not given) | -5.8% | x
CCOC(=O)C1=C(C)NC(=O)C(C#N)C1c1ccncc1 (stereo not given) | 5.2% | x
COCCNC(=O)Cn1nc(C(F)(F)F)c(Cl)c1C | 8.8% | -0.7
Cc1nnc2n(c1=O)C(CS(=O)(=O)c1ccc3ccccc3c1)CS2 (stereo not given) | -1.7% | -1.7
CC1CCC/C(=C(\C#N)c2nc(-c3cc4ccccc4oc3=O)cs2)C1 (stereo not given) | -4.8% | 21.1
CCOC(=O)N1CCC(Nc2ncnc3c2cnn3-c2ccc(C)cc2C)CC1 | 5.7% | 8.5
CCCCC(CC)Cn1c(N)c(C#N)c2nc3ccccc3nc21 (stereo not given) | 8.2% | 4.6
Cc1cccc(C(=O)NCCc2n[nH]c(=S)n2C)c1 | 3.4% | 3.6
CC(C)(C)c1cnnn1-c1ccc([N+](=O)[O-])cc1 | -5.0% | 8.3
O=P(CN1CCN(c2ccccc2)CC1)(N1CCCCC1)N1CCCCC1 | -3.2% | x
CC(=O)NCCCc1nc2ccccc2n1Cc1c(F)cccc1Cl | -7.3% | 6.3
CCC(=O)NC(c1cccc([N+](=O)[O-])c1)c1c(OC(C)=O)ccc2ccccc12 (stereo not given) | -3.0% | x
Cc1nn(Cc2ccc(Cl)cc2)c(Cl)c1/C=N/NC(=O)c1cccnc1 | -0.1% | 18.6

Given as labelled records: part of the list above.
> O=P(CN1CCN(c2ccccc2)CC1)(N1CCCCC1)N1CCCCC1
  M. tuberculosis GlmU: -3.2%
  Mtb RmlCD inh: x

> CC(=O)NCCCc1nc2ccccc2n1Cc1c(F)cccc1Cl
  M. tuberculosis GlmU: -7.3%
  Mtb RmlCD inh: 6.3

> CCC(=O)NC(c1cccc([N+](=O)[O-])c1)c1c(OC(C)=O)ccc2ccccc12 (stereo not given)
  M. tuberculosis GlmU: -3.0%
  Mtb RmlCD inh: x

(list continues)
Molecule | M. tuberculosis GlmU | Mtb RmlCD inh
Cc1cc(OC(=O)CCCNC(=O)OC(C)(C)C)c2c3c(c(=O)oc2c1)CCC3 | 0.5% | 8.1
CCCCNC(=O)c1nn2cc(Br)cnc2c1Br | -3.6% | 7.2
N#C/C(=C\c1ccc(F)cc1)c1nc(-c2ccco2)cs1 | 4.0% | -10.0
Cn1nc(-c2ccc(OCC(N)=O)cc2)c2ccccc2c1=O | 0.4% | -9.5
Cc1c(-c2ccccc2)sc(N)c1C(=O)N1CCOCC1 | 5.7% | -9.4
O=C(O)c1ccc2c(c1)N(Cc1ccc(F)cc1)C(=O)c1ccccc1S2 | 2.4% | -1.2
CCOC(=O)CSc1n[nH]c(NS(=O)(=O)c2ccccc2C(F)(F)F)n1 | 4.9% | x
NC(N)=NS(=O)(=O)c1ccc(N/C=C\C(=O)c2ccncc2)cc1 | 6.5% | 1.9
Cc1ccccc1C(=O)Nc1cccc(C#N)c1 | -5.0% | x
COC(CNC(=O)c1ccc2c(c1)ncn2-c1ccc(F)cc1F)OC | 2.2% | -7.7
COCCCNC(=O)c1sc2ncn(CC(=O)Nc3ccc(C)c(Cl)c3)c(=O)c2c1C | 2.0% | -7.7
Clc1ccc(SCCOCCN2CCCCC2)cc1 | -1.4% | -6.0
CC(=O)c1ccc(NC(=O)CN2C(=O)/C(=C/C(C)=C/c3ccccc3)SC2=S)cc1 | 6.2% | -1.5
COc1ccc(-c2csc(Cc3nc(O)cs3)n2)cc1 | 1.9% | 8.7
OCCOCCn1c(C2CCCN2c2nc(-c3ccc(F)cc3)cs2)nc2cc(Cl)c(Cl)cc21 (stereo not given) | 0.3% | x
O=c1cc(-c2ccccc2)nc(N2CCN(Cc3ccc4c(c3)OCO4)CC2)[nH]1 | -3.9% | x
Cc1ccccc1NS(=O)(=O)c1ccc(OCC(=O)NCc2ccccn2)cc1 | 1.5% | x
NC(=O)C1CCN(CC(=O)NC(=O)NC2CCCC2)CC1 | -3.8% | x
O=C(NCc1ccncc1)c1nc(-c2ccc(C(F)(F)F)cc2)no1 | 0.1% | 4.3
O/N=C1/C(=C\c2ccccc2)N2CCC1CC2 | 7.4% | 52.9
CSCCC(NC(=O)c1ccccc1Br)C(=O)Nc1ccc(C)cc1 (stereo not given) | 0.2% | 5.7
CCOC(=O)CSc1nc(=O)n2ccc(C)cc2n1 | 0.5% | x
O=C1C(=O)N(CCO)C(c2ccccc2)/C1=C(\O)c1ccccc1 (stereo not given) | -0.8% | -2.4
C/C(=N\Nc1nc2ccccc2nc1C)c1ccccc1O | 4.6% | 10.0
CC(C)(C)NS(=O)(=O)c1ccc(CCC(=O)N2CCCCC2)cc1 | 4.2% | -11.8
C[N+]12CCC(CC1)C(C(O)(c1ccccc1)c1cccs1)C2 (stereo not given) | -2.7% | 9.4
C=C(C)Cn1c(=O)c2c(nc3n2CCN3c2cccc(Cl)c2C)n(C)c1=O | -4.0% | x
OC(COCCC12CC3CC(CC(C3)C1)C2)CN1CCCCC1 (stereo not given) | -5.9% | 5.8
CC(C)CNS(=O)(=O)c1ccc(CCC(=O)N2CCC(C(N)=O)CC2)cc1 | 1.4% | -9.4
Cc1csc(C(=O)O)c1-c1c(C)csc1C(=O)O | 2.0% | -6.2
Cc1cccc(NCC(O)Cn2cnc3c2c(=O)n(C)c(=O)n3C)c1 (stereo not given) | -3.3% | x

Grouped by structure, the compounds so far containing bromine.
Molecule | M. tuberculosis GlmU | Mtb RmlCD inh
O=C(CC1SC(=Nc2ccccc2)N(Cc2ccccn2)C1=O)Nc1ccc(Br)cc1 (stereo not given) | -0.4% | x
CCCCNC(=O)c1nn2cc(Br)cnc2c1Br | -3.6% | 7.2
CSCCC(NC(=O)c1ccccc1Br)C(=O)Nc1ccc(C)cc1 (stereo not given) | 0.2% | 5.7

Screens: PubChem BioAssay, several laboratories
